Bioassay records from PubChem.
thrombin 1536: blocks human thrombin protease activity. alpha-thrombin, Boc-VPR-AMC fluorogenic substrate cleavage. 0.26% of 220,000 active. inhibition, % at 5 µM. P00734;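 active = inhibition at or above 40%; inactive = inhibition below 40%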;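 also: 0% = enzyme with no compound and 100% = wells without enzyme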
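System – human alpha-thrombin · Medium – pH 7.5 Tris (50 mM) with NaCl 150 mM, Tween 20 0.05% · Compound – single-point dosing at 5 µM, 0.2% DMSO · Incubation – enzyme reaction carried out at room temperature · Technique – fluorescence of released AMC, ex 355 nm, em 460 nm · Read-out basis – % inhibition of thrombin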
Rad51 HR inh: blocks human Rad51 in homologous recombination. inhibition, % at 10 µM. AID 1385. 0.085% of 200,000 active. Q06609. hRad51 DNA strand exchange, fluorescence dequenching;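 active = inhibition above 40% at the single screening dose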;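 also: 0% = DMSO control wells and 100% = blanks with heterologous ssDNA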
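Material: Human Rad51 nucleoprotein filaments preassembled on unlabelled ssDNA | Also added: Labelled 47-mer dsDNA for strand exchange | Dosing: Single dose, 10 µM final compound | Schedule: 30-min compound preincubation and 15-min exchange, both room temperature | Technique: Fluorescence dequenching at 485/520 nm | Measure: Percent inhibition relative to plate controls and blanks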
KLK5 inh: blocks human kallikrein 5 protease activity | Q9Y337 | recombinant hK5, fluorogenic AMC substrate cleavage | inhibition, % at 5 µM | 0.59% of 210,000 active | AID 873;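 active = inhibition of 40% or more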;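 also: 0% = enzyme controls without compound and 100% = no-enzyme blanks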
Target sequence (Q9Y337 67-293 limits assumed): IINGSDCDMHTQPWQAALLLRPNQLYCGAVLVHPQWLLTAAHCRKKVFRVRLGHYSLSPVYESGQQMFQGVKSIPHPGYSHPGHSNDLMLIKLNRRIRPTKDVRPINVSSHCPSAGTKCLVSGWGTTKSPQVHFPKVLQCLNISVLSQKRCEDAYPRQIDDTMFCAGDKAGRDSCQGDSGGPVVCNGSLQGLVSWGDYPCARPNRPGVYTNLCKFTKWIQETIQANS
EBV gp42 inh: inhibitors of Epstein-Barr virus glycoprotein 42 | Q1HVG2 | Fluorescence polarization binding assay, mP read-out | inhibition, % (tested at 21.74 µM) | 0.42% of 220,000 active; in the data active = inhibition above about 50%
Furin inhibitor: inhibitors of human furin. purified furin, fluorogenic substrate cleavage. inhibition, % at 30 µM. 0.061% of 220,000 active; in the data active = inhibition above about 25%; also: inactives centre near -15
KCC2 mod: KCC2 (human) Cl- transport modulation. Q9H2X9. KCC2 cells, thallium flux FluoZin-2 fluorescence. B-score of Tl+ flux slope (higher = more flux/activation; lower = inhibition) at 10 µM. 2.2% of 190,000 active;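 active = thallium flux slope and its plate-corrected score both differing from the plate sample mean at a set confidence after two filtering rounds, in either direction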;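 also: slope of fluorescence scaled to starting intensity during 10 to 20 s after thallium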
14-3-3 Bad inh: disrupts binding of bovine 14-3-3 zeta to phospho-Bad peptide; AID 781; TR-FRET 14-3-3zeta/Dy647-pBad peptide displacement, 1 h; P63103; 0.71% of 220,000 active; inhibition, % at 21.7 µM;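 active = inhibition above about 70%, limit read from the data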;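 also: 0% = full 14-3-3 plus peptide FRET controls and 100% = background without 14-3-3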
Target sequence (P63103 whole entry, looked up): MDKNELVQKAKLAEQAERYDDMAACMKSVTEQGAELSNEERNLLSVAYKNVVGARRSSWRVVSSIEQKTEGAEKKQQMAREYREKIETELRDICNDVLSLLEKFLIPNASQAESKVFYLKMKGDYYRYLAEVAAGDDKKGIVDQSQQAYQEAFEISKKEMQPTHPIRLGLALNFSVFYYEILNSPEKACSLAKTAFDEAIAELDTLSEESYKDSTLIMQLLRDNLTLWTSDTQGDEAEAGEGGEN
p47phox inh: inhibitors of human p47phox binding. inhibition, % at 24.7 µM. P14598. p47phox/p22phox peptide binding, fluorescence polarization, 2 h. AID 1274. 0.53% of 220,000 active;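 also: 0% = p47phox with labelled peptide and 100% = labelled peptide alone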
Target sequence (P14598 whole entry, looked up): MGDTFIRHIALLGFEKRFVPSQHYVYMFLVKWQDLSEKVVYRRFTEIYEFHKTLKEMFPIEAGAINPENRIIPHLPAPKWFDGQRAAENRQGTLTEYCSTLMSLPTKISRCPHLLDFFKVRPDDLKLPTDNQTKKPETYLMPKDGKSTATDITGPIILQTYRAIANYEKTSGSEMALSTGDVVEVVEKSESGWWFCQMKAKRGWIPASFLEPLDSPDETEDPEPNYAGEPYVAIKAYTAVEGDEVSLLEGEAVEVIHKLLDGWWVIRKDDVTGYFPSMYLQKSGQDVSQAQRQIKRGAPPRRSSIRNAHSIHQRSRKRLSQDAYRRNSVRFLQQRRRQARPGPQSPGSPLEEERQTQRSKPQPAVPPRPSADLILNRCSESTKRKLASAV
eIF4E-4G inh: inhibitors of eIF4E and eIF4G interaction in translation initiation; inhibition, % at 21.7 µM; AID 782; TR-FRET eIF4E-eIF4GI(517-606) binding, 2 h; P63073+Q04637; 0.37% of 220,000 active;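 also: 0% = full FRET control wells and 100% = background wells lacking eIF4GI fragment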
* marks the source's active call; other numbers are inactive results; . = no result given; [ ] = remark or other dose.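 The calls were made as follows, unless noted: active = inhibition above about 30% (limit read from the data); inactive = the rest.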

1	O=C(NC(=S)Nc1cccc(NC(=O)c2ccccc2)c1)c1cccc([N+](=O)[O-])c1
2	COc1ccc(N2CCN(c3ncnc4c3cnn4-c3ccc(C)cc3C)CC2)cc1
3	ClC1(Cl)CC1CSc1ncn[nH]1 (centres undefined)
4	COc1ccc(-c2noc(CCC(=O)N3CCN(c4cc(C)ccc4C)CC3)n2)cc1
5	CCCCOC(=O)n1c(=O)oc2ccc(S(=O)(=O)N3CCCCC3)cc21
6	O=C(CN1C(=O)C2C3C=CC(C3)C2C1=O)NCCc1ccccc1 (centres undefined)

entry no.	1	2	3	4	5	6
KCC2 mod	0.66	-0.86	2.5	0.24	-0.13	.
eIF4E-4G inh	-3	-5	0	9	2	2[fluorescence artefact?]
KLK5 inh	-18	2	10	-10	-2	-24
thrombin 1536	1	-2	102*	3	-7	3
EBV gp42 inh	-3	-10	0	-12	-12	-22
Rad51 HR inh	.	-5	-7	7	0	6
Furin inhibitor	-12	-23[20 µM]	-17	-20[20 µM]	-12	-28
14-3-3 Bad inh	-8	0	15	-8	2	-9
p47phox inh	-9	-9	5	-17	-4	-2

7	S=C(NCc1ccc2c(c1)OCO2)NC1CC1
8	Cc1ccc(S(=O)(=O)Nc2ccccc2C(=O)Nc2ccc(S(=O)(=O)Nc3nccc(C)n3)cc2)cc1
9	CCCC/C=C/C(NC(=O)CCc1ccccc1)c1ccccc1 (centres undefined)
10	Cc1ccc(S(=O)(=O)N2CCC(C(=O)Nc3ccccc3N3CCCCC3)CC2)cc1
11	C=CCOn1c(=O)c(-c2cc3ccccc3o2)[n+]([O-])c2ccccc21
12	Cc1cccc(Nc2cc(=O)[nH]c(=O)[nH]2)c1C

entry no.	7	8	9	10	11	12
KCC2 mod	0.016	-1.2	-4.3	0.013	0.53	2.2
eIF4E-4G inh	-1	-1	3	1	3	2
KLK5 inh	-22	-17	-7	-11	-4	-6
thrombin 1536	0	-10	-2	5	9	1
EBV gp42 inh	-11	-2	-2	-16	-12	8
Rad51 HR inh	11	.	-4	-4	-5	.
Furin inhibitor	-36	-19	-9	-14[20 µM]	-31	1
14-3-3 Bad inh	-8	1	0[fluorescence artefact?]	10	8	7
p47phox inh	3	-13	-4	-30	3	-7

13	Nc1c(NCCC2=CCCCC2)c(=O)[nH]c(=O)n1Cc1ccccc1
14	CC(=O)Cc1nnn(-c2cc(C)on2)n1
15	Cc1ccc(C(=O)N/C(=C\c2ccccc2F)c2nc(=S)[nH][nH]2)cc1
16	Cc1ccccc1C(=O)NNC1=NCCC1
17	CC(C)(C)c1nc2scc(-c3cccs3)c2c(=O)o1
18	COc1cc(/C=N/N2C(=O)c3ccccc3NC2(C)c2cccc([N+](=O)[O-])c2)cc(Br)c1O (centres undefined)

entry no.	13	14	15	16	17	18
KCC2 mod	-1.1	0.22	0.5	.	0.1	.
eIF4E-4G inh	-3	-7	1	3	5	0
KLK5 inh	-28	20	-6	3	-13	-2
thrombin 1536	-7	-4	4	1	-2	6
EBV gp42 inh	48	-17	-6	3	-21	-10
Rad51 HR inh	.	10	-8	.	-7	6
Furin inhibitor	-28	-8	-8	-9[20 µM]	-17[20 µM]	-15[20 µM]
14-3-3 Bad inh	-23	4	-21	-3	-2	-7
p47phox inh	-15	-8	-13	-6	0	-10

19	O=C(NC1=NN(c2ccccc2)CC1)Nc1ccccc1F
20	Cc1c(NC(=O)CSc2ccc(Cl)cc2)c(=O)n(-c2ccccc2)n1C
21	O=C(CCC1COc2ccccc2O1)NCC1COc2ccccc2O1 (centres undefined)
22	CSc1ccc(S(=O)(=O)NCCSC(C)(C)C)cc1
23	CC(C(=O)NCC1CCCCC1)N(C)Cc1cccc(Cl)c1 (centres undefined)
24	O=C(NC1(C(F)(F)F)NC(=O)N(CCc2ccccc2)C1=O)C1CC1 (centres undefined)

entry no.	19	20	21	22	23	24
KCC2 mod	1.5	0.68	-0.29	0.46	-1.5	-2.7
eIF4E-4G inh	6	-4	-3	3	-1	3
KLK5 inh	6	-1	3	-4	2	-5
thrombin 1536	5	23	5	4	-6	2
EBV gp42 inh	-7	-11	-3	-10	0	-15
Rad51 HR inh	8	-68	-12	-4	-9	4
Furin inhibitor	-22	-15	-17[20 µM]	-16[20 µM]	-9	-28
14-3-3 Bad inh	-2	-5	-9	-7	-1	-7
p47phox inh	-6	-3	-3	-10	-6	-5

25	Cc1oc(-c2cccc(Cl)c2)nc1CN1CCC(C(=O)NCCCN2CCCC2=O)CC1
26	COc1ccc2c(c1)c1ncn(Cc3ccc(F)cc3)c(=O)c1n2C
27	Clc1cccc(/C=N/Nc2nnc(Cl)c3ccccc23)c1
28	Cn1c(O)c(C2=c3ccccc3=NC2=O)[nH]c1=S
29	N/C(COc1cccc(C(F)(F)F)c1)=N\NC(=O)c1cccnc1Oc1ccccc1
30	CC(C1CC1)N(Cc1ccccc1)C(=O)NC(=O)c1cccc(F)c1 (centres undefined)

entry no.	25	26	27	28	29	30
KCC2 mod	0.34	-1.1	0.65	27*	0.0032	0.034
eIF4E-4G inh	4	-2	3	-3	4	1
KLK5 inh	-14	-1	-15	-7	-2	14
thrombin 1536	-2	-8	-18	-4	-2	0
EBV gp42 inh	-17	-4	-4	-19	-13	2
Rad51 HR inh	2	.	-11	5	-4	-3
Furin inhibitor	-14	-19	-16[20 µM]	-22	-18[20 µM]	-10
14-3-3 Bad inh	4	-3	-2[fluorescence artefact?]	5	-7[fluorescence artefact?]	-13
p47phox inh	-23	-11	-8	-6	-7	-8

31	O=C(Nc1cccc(F)c1)C1CCN(c2nnnn2-c2ccccc2)CC1
32	CCOC(=O)CSc1nc(C)c(CC)c(C)c1C(N)=O
33	COC(=O)c1ccc(C(C(=O)NC2CCCCC2)N(CCc2ccccc2)C(=O)Cc2cccs2)cc1 (centres undefined)
34	C=CCn1c(SCC(=O)Nc2cccc(C)c2)nnc1-c1cnccn1
35	COc1ccccc1CNC(=O)/C=C/c1ccc(S(=O)(=O)N2CCOCC2)cc1
36	S=c1[nH]nc(NCCCN2CCOCC2)s1

entry no.	31	32	33	34	35	36
KCC2 mod	-0.35	0.22	1.2	-0.4	-1.3	0.7
eIF4E-4G inh	4	1	7[fluorescence artefact?]	-1	2	42*
KLK5 inh	-10	-4	-16	-11	-4	-4
thrombin 1536	6	-6	-5	-4	-2	4
EBV gp42 inh	-1	2	-11	1	-6	-24
Rad51 HR inh	-7	6	-3	-3	.	-1
Furin inhibitor	-20	-27	-18	-25	-24	-10
14-3-3 Bad inh	-12	-10	-6	-2	-6	0
p47phox inh	-7	-3	-9	-5	-13	78*

A different layout for five compounds above:
Values run as follows: KCC2 mod, eIF4E-4G inh, KLK5 inh, thrombin 1536, EBV gp42 inh, Rad51 HR inh, Furin inhibitor, 14-3-3 Bad inh, p47phox inh
[33] COC(=O)c1ccc(C(C(=O)NC2CCCCC2)N(CCc2ccccc2)C(=O)Cc2cccs2)cc1 (centres undefined)
 : 1.2, 7[fluorescence artefact?], -16, -5, -11, -3, -18, -6, -9
[36] S=c1[nH]nc(NCCCN2CCOCC2)s1
 : 0.7, 42*, -4, 4, -24, -1, -10, 0, 78*
[35] COc1ccccc1CNC(=O)/C=C/c1ccc(S(=O)(=O)N2CCOCC2)cc1
 : -1.3, 2, -4, -2, -6, ., -24, -6, -13
[32] CCOC(=O)CSc1nc(C)c(CC)c(C)c1C(N)=O
 : 0.22, 1, -4, -6, 2, 6, -27, -10, -3
[34] C=CCn1c(SCC(=O)Nc2cccc(C)c2)nnc1-c1cnccn1
 : -0.4, -1, -11, -4, 1, -3, -25, -2, -5

The list continues.
37	CC1=NNC(=O)C1C(c1ccccc1)C1C(=O)NN=C1C (centres undefined)
38	CCN1CCN(Cc2ccc(NC(=O)c3ccc(C)c(NC(=O)c4c[nH]c5cc(C(F)(F)F)ccc5c4=O)c3)cc2C(F)(F)F)CC1
39	CN(C)/C=C/c1onc(-c2c(Cl)cccc2Cl)c1C#N
40	C/C(=N\NC(N)=S)C1(C)CCCCC1
41	COc1ccc2cc(/C=N/NC(=O)CN(c3ccccc3)S(=O)(=O)c3ccccc3)c(Cl)nc2c1
42	CCCS(=O)(=O)N1CCC(C(=O)N2CCc3ccccc3C2)CC1

entry no.	37	38	39	40	41	42
KCC2 mod	0.093	-0.11	1.2	0.0052	-0.56	.
eIF4E-4G inh	0	-5	2	4	-9	8
KLK5 inh	-3	0	11	-8	-26	5
thrombin 1536	-12	-1	4	-8	-6	8
EBV gp42 inh	-16	-76	-28	16	-73	-27
Rad51 HR inh	-1	-8	-13	.	.	5
Furin inhibitor	-31	-22	0	-10	-17	-10
14-3-3 Bad inh	-11	-85	23	-2	-3	8
p47phox inh	-7	73*	-24	-6	-67	-5

43	COc1ccc(NS(=O)(=O)c2ccc(S(=O)(=O)N3CCCC3)cc2)cc1Cl
44	CS(=O)(=O)Nc1ccc(C2=NN(S(C)(=O)=O)C(c3ccc4nccnc4c3)C2)cc1 (centres undefined)
45	CC(=O)N1CCc2cc(S(=O)(=O)NCCC(=O)N3CCN(c4ccccn4)CC3)ccc21
46	CCOC(=O)COc1ccc2c(c1)C(=O)CC1(CCN(C(C)=O)CC1)O2
47	CC(C)c1csc(CN2CCC(N3CCC(C(=O)NCC4CCCO4)CC3)CC2)n1 (centres undefined)
48	COc1ccc(/C=N/n2c(C)nnc2C)c(OC)c1

entry no.	43	44	45	46	47	48
KCC2 mod	-1.2	0.52	0.44	-0.12	0.39	.
eIF4E-4G inh	-5	2	4	-1	2	0
KLK5 inh	-4	3	-2	-59	3	8
thrombin 1536	-1	-3	2	0	-4	1
EBV gp42 inh	-3	-9	-12	-8	-14	-9
Rad51 HR inh	-2	.	-4	-7	-5	-8
Furin inhibitor	-17[20 µM]	-9	-16	-28	-11	-25
14-3-3 Bad inh	4	-4	2	-6	-5	10
p47phox inh	-3	-243	-2	-5	-15	-2

49	O=C(Cc1ccccc1Cl)N1CCN(c2ncccn2)CC1
50	CCOC(=O)N1CCC(NC(=O)C2CCN(C(=O)c3cc4oc(C)cc4n3Cc3c(F)cccc3Cl)CC2)CC1
51	O=C(c1ccccc1)c1ccccc1C(=O)N1CCCC1
52	COc1ccc2sc3ccccc3c(=O)c2c1
53	O=C(COC(=O)CNC(=O)c1ccccc1)Nc1nc(-c2ccccc2)cs1
54	Cc1c(O)c2cccnc2[nH]c1=O

entry no.	49	50	51	52	53	54
KCC2 mod	-0.06	-0.95	0.0037	.	-0.69	1.2
eIF4E-4G inh	-1	4	4[fluorescence artefact?]	-128[fluorescence artefact?]	-1	14[fluorescence artefact?]
KLK5 inh	-5	-9	-19	0	-5	-13
thrombin 1536	-10	2	-4	-2	-6	-12
EBV gp42 inh	-10	-7	-9	8	2	-7
Rad51 HR inh	8	23	-1	-11	5	3
Furin inhibitor	-18	-13	-20[20 µM]	-13[20 µM]	-18	-7
14-3-3 Bad inh	-4	-9	8	-47[fluorescence artefact?]	2	3
p47phox inh	3	-9	-6	-11	-9	-6
